Bioassay records: PubChem, several laboratories
PostGolgi ctrl – yeast control strain growth, post-Golgi counter-screen | efflux-deficient yeast background strain, growth absorbance A615, 16 h | inhibition, % at 10 µM | 98,000 tested, 5% active
S1P2 agonist – S1P2 (human) receptor agonism; O95136; S1P2-expressing cell line, agonist reporter read-out; activation, % at 4.5 µM; 97,000 tested, 0.46% active; AID 729; in the data active = activation above about 16%;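 also: 0% = vehicle low control and 100% = maximal reference agonist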
Target sequence (O95136 whole entry, looked up): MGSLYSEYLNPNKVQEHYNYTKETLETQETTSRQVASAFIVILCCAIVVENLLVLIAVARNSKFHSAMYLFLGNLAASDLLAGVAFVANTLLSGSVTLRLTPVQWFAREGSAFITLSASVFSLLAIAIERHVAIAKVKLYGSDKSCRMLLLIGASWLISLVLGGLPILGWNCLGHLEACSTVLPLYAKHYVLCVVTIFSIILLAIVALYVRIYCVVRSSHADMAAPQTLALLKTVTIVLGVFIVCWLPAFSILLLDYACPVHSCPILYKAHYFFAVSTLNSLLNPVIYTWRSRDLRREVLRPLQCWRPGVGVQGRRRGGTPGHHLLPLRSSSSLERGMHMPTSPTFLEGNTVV
PTPN22 act – LYP (human) phosphatase activation | Q9Y2R2 | recombinant LYP, DiFMUP fluorescence; 0 = plate median, 100 = signal doubled | activation, % at 2 µM | 96,000 tested, 0.11% active | AID 697;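 active = activation at 2 µM above a set limit, the mean plus 5 SD, cut at about 37% in these data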
S1P2 blocker – blocks the human S1P2 receptor. O95136. cell-based S1P2 antagonist assay, inhibition at 5 uM. inhibition, % at 5 µM. 97,000 tested, 0.21% active; in the data active = inhibition above about 45%;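 also: CRE beta-lactamase reporter cells expressing human S1P2 stimulated with S1P; 0% = agonist at EC80 alone and 100% = agonist plus reference antagonist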
EphB4 ephrin blk – antagonists of human EphB4-ephrin-B2 interaction; EphB4 LBD / TNYL-RAW-Alexa532 peptide, fluorescence polarization; 97,000 tested, 0.15% active; inhibition, % at 7 µM;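 active = inhibition above the screen-wide mean inhibition plus 3 SD, cut at about 15% in these data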;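 also: 0% = DMSO wells and 100% = excess unlabeled TNYL-RAW peptide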
PostGolgi yeast – growth inhibition of a yeast mutant, post-Golgi transport screen; inhibition, % at 10 µM; post-Golgi transport phenotypic cell assay; AID 739; 98,000 tested, 0.9% active;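 also: yeast cells grown in 1536-well plates; yeast grown about 18 h at 30C before absorbance read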
FAK blocker – blocks human focal adhesion kinase activity; Q05397; biochemical FAK kinase activity assay; inhibition, %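 (tested at 7 µM)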; 97,000 tested, 0.84% active; AID 727; in the data active = inhibition above about 19%;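 also: 0% = DMSO and 100% = reference compound high control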
Rev-RRE block – inhibitors of HIV-1 Rev-RRE RNA interaction; P05866; Rev peptide-RRE RNA binding, FRET; inhibition, % at 8 µM; 97,000 tested, 0.79% active;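 active = inhibition above the screen-wide mean plus 3 SD, cut at about 35% in these data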;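 also: 0% = median DMSO wells and 100% = median Neomycin B control wells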
Target sequence (P05866 whole entry, looked up): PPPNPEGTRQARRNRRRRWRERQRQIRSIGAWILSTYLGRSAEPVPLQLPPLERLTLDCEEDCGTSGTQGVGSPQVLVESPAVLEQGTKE
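Probe or stimulus: fluorescein-Rev peptide as binding partner; assay system: Cy5-tagged RRE RNA duplex with fluorescein-tagged Rev peptide; timing: 5 min compound–RNA preincubation, then 15 min with peptide, 25 °C; medium: HEPES pH 7.5 buffer with KCl, MgCl2, NaCl and EDTA; signal: fluorescein-to-Cy5 FRET, 480 nm excitation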
PTPN22 inh 2 – LYP (human) phosphatase inhibition; Q9Y2R2; recombinant LYP catalytic domain, DiFMUP fluorescence; inhibition, % at 2 µM; 96,000 tested, 0.21% active;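 active = inhibition at 2 µM at or above a set limit, the screen mean plus 3 SD, cut at about 24% in these data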;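 also: 0% = DMSO with enzyme and 100% = enzyme fully blocked by orthovanadate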
* marks the source's active call; other numbers are inactive results; nt = not tested or not shown. Rule as the data show it, unless noted: active = inhibition above about 30%; inactive = the rest. Random draw from the library; about 7% have a hit in one of these screens.

SMILES | PostGolgi ctrl | S1P2 agonist | PTPN22 act | S1P2 blocker | EphB4 ephrin blk | PostGolgi yeast | FAK blocker | Rev-RRE block | PTPN22 inh 2
CC(C)(C)C(=O)NC1CCN(S(=O)(=O)c2ccc(C(F)(F)F)cc2)CC1 | 20 | -3 | -6 | 4 | -3 | 5 | 1 | 3 | 5
COc1ccccc1Nc1nnc(SCC(=O)Nc2cc(C)on2)s1 | -7 | -5 | -4 | 5 | 0 | -6 | 17 | 7 | 6
CCOc1ccc(NS(=O)(=O)c2ccc3[nH]c(=O)oc3c2)cc1 | 11 | -5 | -4 | 8 | 0 | 2 | -1 | 5 | 4
COc1cccc(OCc2nc3ccccc3c(=O)n2N)c1 | 31* | -8 | 3 | -1 | 2 | -22 | -4 | 1 | -6
CC(O)c1nc2ccccc2n1C/C=C/c1ccccc1 (stereo not drawn) | 12 | -7 | 4 | -13 | -22 | -3 | -1 | 5 | -5
CC(C)(C)NS(=O)(=O)c1cnc(Cl)c(Cl)c1 | 2 | -1 | 3 | 6 | 0 | 3 | -1 | 5 | 2
CCCS(=O)(=O)N1CCCC(C(=O)N2CCN(C(=O)OCC)CC2)C1 (stereo not drawn) | 3 | -3 | 9 | 13 | -2 | 4 | -4 | 5 | -10
Cc1nc(S/C(=C\c2ccc(OCc3ccccc3Cl)cc2)C(=O)O)n[nH]1 | 12 | -3 | -13 | 10 | 5 | -20 | 4 | -1 | 16
Cc1ccc(C(=O)/C=C/Nc2ccccc2C(N)=O)o1 | 1 | -1 | -6 | 4 | -1 | 24 | 5 | 8 | 6
COC(=O)[C@H](Cc1ccccc1)NC(=O)Nc1ccc(S(N)(=O)=O)cc1 | -2 | -10 | -2 | 14 | 2 | 3 | 0 | 10 | -1
CC(=O)N1CCN(S(=O)(=O)c2cccc(C(=O)Nc3nc4c(s3)CCCC4)c2)CC1 | 25 | -4 | -2 | -27 | -2 | 6 | 0 | 7 | -1
N#CCCn1c(SCC(=O)NCc2ccco2)nc2ccccc21 | 5 | -4 | -4 | 5 | 5 | -9 | -1 | 11 | 5
O=C(NCc1ccccn1)C1CC(c2ccc(Cl)c(Cl)c2)=NO1 (stereo not drawn) | -1 | -2 | 16 | -8 | -1 | 4 | -9 | -5 | -16
C=CCN1C(=O)/C(=C2\SC(N3CCOCC3)=NC2=O)c2cc(Br)ccc21 | 9 | -3 | -7 | -16 | 3 | 26 | -2 | -4 | 10
CCS(=O)(=O)c1ccc(O)c(N2C(=O)C3C4C=CC(C4)C3C2=O)c1 (stereo not drawn) | 7 | -5 | -6 | 19 | -6 | 3 | 0 | 5 | 4
O=C(OCC(=O)c1cccs1)C1=COCCO1 | 21 | -3 | -2 | -7 | 5 | -5 | 0 | 10 | 6
CCCc1cc2c(cc1NC(=O)c1ccc(C)cc1)OCO2 | 14 | -4 | 3 | -11 | 1 | 4 | 3 | -2 | 2
CCCc1nc(C)c(-c2ccc(OC)c(OC)c2)c(=O)[nH]1 | -1 | -5 | -4 | 1 | 3 | 5 | -1 | 9 | 6
CCCOc1c(OC)cccc1C1CC(=O)Nc2cc3c(cc21)OCO3 (stereo not drawn) | 11 | -4 | -9 | 20 | 2 | 1 | -8 | 9 | 11
CCCOC(=O)c1ccc(OCC(O)CN2CCN(C(=O)c3ccccc3)CC2)cc1 (stereo not drawn) | 6 | 0 | 16 | -8 | 5 | 0 | 2 | 4 | -16
CCC(Oc1ccccc1)C(=O)N1CCN(C(=O)C(CC)Oc2ccccc2)CC1 (stereo not drawn) | 5 | -4 | 5 | -16 | 0 | -5 | 0 | -3 | -5
COc1cccc(-c2csc(N3CCN(CC(=O)NNC(=O)c4ccc(Br)cc4)CC3)n2)c1 | 0 | -5 | -2 | -25 | 1 | -3 | 1 | -1 | 7
Cc1ccc2[nH]c(=O)c(CN(Cc3nnnn3Cc3ccccc3)C3CCCC3)cc2c1 | -2 | -13 | -10 | -20 | -6 | -9 | -2 | 6 | 10
CCOc1ccccc1-c1nc(C(N)=O)c2[nH]c(=O)n(-c3ccc(F)cc3)c2n1 | -5 | -13 | -1 | -2 | -3 | 3 | -9 | 10 | -2
Cc1onc(-c2ccccc2)c1C(=O)N1CCN(C)CC1 | 4 | -5 | -2 | -16 | 0 | -7 | 0 | 2 | 1

A run of entries of the results above:
SMILES | PostGolgi ctrl | S1P2 agonist | PTPN22 act | S1P2 blocker | EphB4 ephrin blk | PostGolgi yeast | FAK blocker | Rev-RRE block | PTPN22 inh 2
O=C(OCC(=O)c1cccs1)C1=COCCO1 | 21 | -3 | -2 | -7 | 5 | -5 | 0 | 10 | 6
CCCc1cc2c(cc1NC(=O)c1ccc(C)cc1)OCO2 | 14 | -4 | 3 | -11 | 1 | 4 | 3 | -2 | 2
CCCc1nc(C)c(-c2ccc(OC)c(OC)c2)c(=O)[nH]1 | -1 | -5 | -4 | 1 | 3 | 5 | -1 | 9 | 6
CCCOc1c(OC)cccc1C1CC(=O)Nc2cc3c(cc21)OCO3 (stereo not drawn) | 11 | -4 | -9 | 20 | 2 | 1 | -8 | 9 | 11
CCCOC(=O)c1ccc(OCC(O)CN2CCN(C(=O)c3ccccc3)CC2)cc1 (stereo not drawn) | 6 | 0 | 16 | -8 | 5 | 0 | 2 | 4 | -16
CCC(Oc1ccccc1)C(=O)N1CCN(C(=O)C(CC)Oc2ccccc2)CC1 (stereo not drawn) | 5 | -4 | 5 | -16 | 0 | -5 | 0 | -3 | -5
COc1cccc(-c2csc(N3CCN(CC(=O)NNC(=O)c4ccc(Br)cc4)CC3)n2)c1 | 0 | -5 | -2 | -25 | 1 | -3 | 1 | -1 | 7

The results go on.
SMILES | PostGolgi ctrl | S1P2 agonist | PTPN22 act | S1P2 blocker | EphB4 ephrin blk | PostGolgi yeast | FAK blocker | Rev-RRE block | PTPN22 inh 2
COc1ccc(C(=O)c2coc3ccc(O)c(CN4CCCCC4)c23)cc1 | 4 | -1 | 9 | 3 | 1 | 2 | 3 | 1 | -11
O=C1c2ccccc2C(=O)N1c1nc(-c2cccs2)cs1 | -3 | -4 | -7 | -3 | 0 | -4 | -1 | 1 | 6
CC(=O)OCC1OC(n2ccc3ccccc32)C(OC(C)=O)C(OC(C)=O)C1OC(C)=O (stereo not drawn) | 2 | -3 | 2 | -1 | 8 | -13 | -2 | 3 | -3
Cc1noc(C)c1S(=O)(=O)N(C)CC(=O)Nc1ccc(F)cc1 | 2 | -10 | 0 | -11 | 7 | -1 | -3 | 7 | 1
Cc1c(NC(=O)c2ccc3c(c2)OCO3)cccc1-c1nc2ccccc2o1 | 17 | -6 | -8 | 37 | 6 | -3 | 3 | 7 | 7
O=C(Cc1n[nH]c(=O)c2ccccc12)OCC(=O)c1ccc2c(c1)OCCO2 | -2 | -6 | 4 | 2 | 6 | 3 | 1 | 3 | -6
Cc1cc(C)n(CC(O)CN2C(=O)NC(C)(C)C2=O)n1 (stereo not drawn) | 6 | -3 | 2 | 2 | 14 | 7 | 0 | 7 | -3
CN1CCOCCOCCN(C)C1=O | 0 | -1 | -8 | 10 | -1 | 3 | 0 | 7 | 9
CCN1C(=O)CC(C(=O)Nc2ccc(F)cc2)SC1=Nc1cccc(OC)c1 (stereo not drawn) | 25 | -1 | 10 | 5 | 0 | -3 | -4 | 16 | -11
Cn1c(C(=O)N2CCc3ccccc3C2)cc2c(=O)n3ccccc3nc21 | 20 | 1 | 3 | -13 | -5 | 15 | 17 | 4 | -2
CCSc1nnc(NC(=O)C(C)(C)C)s1 | -3 | -1 | 0 | -22 | -6 | -6 | 1 | 3 | 0
O=C(O)c1ccc(NC(CSCc2cccc(F)c2)C(=O)O)c([N+](=O)[O-])c1 (stereo not drawn) | 2 | -6 | 3 | 6 | 6 | -9 | -4 | 5 | -1
COc1cccc(C(=O)NCC(=O)N2CCC(C)CC2)c1 | 7 | -4 | -8 | 8 | -8 | 5 | 1 | 6 | 6
CCN(CC)C(=O)CSc1nnc(-c2ccc(S(=O)(=O)NCc3ccccc3Cl)cc2)o1 | 8 | -12 | 0 | 17 | -12 | -3 | -1 | 3 | 2
Cc1ccc(-n2c(C)cc(C)c(C#N)c2=O)cc1Cl | -1 | -2 | 6 | -20 | -5 | -1 | 1 | 0 | -4
COC(=O)c1ccc(NC(=O)CSc2ccccn2)cc1 | 9 | -1 | 2 | -6 | 2 | 25 | 0 | 3 | -1
COc1cccc(OCC(O)CN2C(C)CCCC2C)c1 (stereo not drawn) | 3 | -9 | -9 | -5 | 1 | 5 | -4 | 8 | 9
CCOc1cc(C)c(S(=O)(=O)Nc2ccc3cn[nH]c3c2)cc1C | 21 | -9 | 7 | 27 | 1 | 2 | 3 | 17 | -4
CCOC(=O)N1CCC(N2CCN(S(=O)(=O)CC)CC2)CC1 | 0 | -1 | 0 | 27 | -1 | -1 | 1 | 4 | 0
Cc1ccc(CNc2cnccn2)cc1 | 4 | -2 | 6 | 11 | -4 | 19 | -1 | 4 | -2
CCOC(=O)c1c(-c2cccs2)csc1NC(=O)CNCCN1CCOCC1 | 6 | -2 | -4 | 4 | 0 | 3 | 0 | 7 | 1
CCOc1ccccc1C(=O)NCC(=O)OCC(=O)N1C(C)CCCC1C (stereo not drawn) | 8 | -7 | -8 | 7 | 6 | -7 | 1 | 0 | 10
CCC(C)NC(=O)C1(C)CCC(=O)N1Cc1ccccc1OC (stereo not drawn) | -5 | 1 | 8 | -2 | -3 | 5 | 1 | 8 | -8
O=C(NCc1ccc2c(c1)OCO2)c1c(F)c(F)c(F)c(F)c1F | -2 | -7 | 4 | -9 | -8 | 4 | 2 | 2 | -1
Cc1cccc(OCCCC(=O)Nc2ccc(S(=O)(=O)Nc3onc(C)c3C)cc2)c1C | -2 | -4 | 1 | -5 | 4 | 6 | -2 | -4 | -2
(listing goes on)
SMILES | PostGolgi ctrl | S1P2 agonist | PTPN22 act | S1P2 blocker | EphB4 ephrin blk | PostGolgi yeast | FAK blocker | Rev-RRE block | PTPN22 inh 2
CCN1CCN(c2nc(-c3ccncc3)nc3ccccc23)CC1 | 6 | -6 | -6 | 6 | 0 | 8 | -3 | 2 | 6
O=C(NCCOC(=O)c1ccncc1)c1ccccc1 | -1 | -2 | 4 | 2 | 0 | -6 | 8 | 9 | -4
Cn1nc(-c2ccc(C(=O)NCC3CCCO3)cc2)c2ccccc2c1=O (stereo not drawn) | nt | -4 | 9 | -9 | -2 | nt | 0 | -2 | -9
CCNC(=O)CSc1nnc(-c2ccc(OC)cc2)n1CC(C)C | 5 | -4 | -8 | 14 | 0 | 1 | -2 | 4 | 8
Nc1cccc(C(=O)Nc2ccco2)c1 | 1 | -7 | 17 | 22 | -2 | -1 | -2 | 7 | -21
CCOc1ccc(-c2nnc(N3CCCCC3)c3ccccc23)cc1 | 27 | -4 | 0 | 1 | -3 | -4 | 2 | 9 | 3

Complete entries as entered above. Order of screens: PostGolgi ctrl | S1P2 agonist | PTPN22 act | S1P2 blocker | EphB4 ephrin blk | PostGolgi yeast | FAK blocker | Rev-RRE block | PTPN22 inh 2
Listed for CCN(CC)C(=O)CSc1nnc(-c2ccc(S(=O)(=O)NCc3ccccc3Cl)cc2)o1 = 8 | -12 | 0 | 17 | -12 | -3 | -1 | 3 | 2
Listed for COC(=O)[C@H](Cc1ccccc1)NC(=O)Nc1ccc(S(N)(=O)=O)cc1 = -2 | -10 | -2 | 14 | 2 | 3 | 0 | 10 | -1
Listed for Cc1ccc2[nH]c(=O)c(CN(Cc3nnnn3Cc3ccccc3)C3CCCC3)cc2c1 = -2 | -13 | -10 | -20 | -6 | -9 | -2 | 6 | 10
Listed for CCOc1cc(C)c(S(=O)(=O)Nc2ccc3cn[nH]c3c2)cc1C = 21 | -9 | 7 | 27 | 1 | 2 | 3 | 17 | -4
Listed for COc1cccc(OCC(O)CN2C(C)CCCC2C)c1 (stereo not drawn) = 3 | -9 | -9 | -5 | 1 | 5 | -4 | 8 | 9
